NCI-60 one-dose screen, 48 h, at 10 µM unless noted. Numbers give growth in % (100 = growth as untreated, 0 = no growth, -100 = all killed).
HL-60(TB): HL-60(TB) leukemia cells. hit rate 9% among 78,000; active = growth percent below 10
* = called active by the depositor; & = joins results of further samples. Some of the compounds tested, so the mix of outcomes need not match the whole.

compound	HL-60(TB)
O=C(CC(=O)C(F)(F)C(F)(F)C(F)(F)F)c1ccco1	99
O=S(=O)(NCCCNc1cc(-c2cn(-c3ccccc3)nc2-c2cccc(O)c2)ccn1)c1ccc(F)cc1	31
CN1CCN(c2ccc(-c3c(C#N)c(-c4ccc(Cl)cc4)nc4c3c(-c3ccccc3)nn4-c3ccccc3)cc2)CC1	91
CCC1(CC)COC(c2ccc(Cl)cc2)OC1	70
O=C(O)CCc1nc2c(=O)[nH]c(SCC(=O)O)nc2[nH]c1=O	98
O=C(NCc1ccccc1)C1CSC2c3ccccc3C(=O)N12 (stereo unspecified)	102
O=C1N(C2CCCCC2)C(=O)N1C1CCCCC1	-16*
CCC(CC)C(=O)OC(C)COc1ccc(C(C)(C)C)cc1 (stereo unspecified)	104
COc1ccc(NC(=O)C2CCC(=O)N2)cc1OC (stereo unspecified)	108
COc1ccc2cc(-c3nc4ccccc4s3)c(Cl)nc2c1OC	91
N=C(N)Sc1cc(Br)c[n+]([O-])c1	86
COc1cc(C(=O)OC(=O)c2ccc(OCc3ccccc3)c(OC)c2)ccc1OCc1ccccc1	98

Continuation:
compound	HL-60(TB)
O=Cc1cccc(OC(=O)Nc2ccccc2)c1	101
COc1ccc2c(c1)C13CCN(C)C(C2)C1CCC1(C3)OCCO1 (stereo unspecified)	91
C=CCNc1ncnc2sc(SC)nc12	142
CCn1c2ccccc2c2ccc(C(C)=O)cc21	118
O=C(Nc1ccccc1)c1cc2ccccc2s1	62
O=C(c1ccncc1)N1N=C(c2ccccc2)C[C@H]1c1cn(-c2ccccc2)nc1-c1ccccc1	128
CCN(/C=c1\sc2ncnn2c1=O)CC	97
CSc1ccc(NCc2cn(-c3ccc(C(=O)O)cc3)nc2-c2ccc(C(=O)O)cc2)cc1	111
CCCCC1(CCO)C(=O)NC(=S)NC1=O	103
Brc1ccc2[nH]cc(-c3nn4cc(-c5cccnc5)nc4s3)c2c1	54
CC(C)(N)Cc1ccccc1	95
C/C(=N\NS(=O)(=O)c1ccc(C)cc1)c1ccncc1	106

Following part.
compound	HL-60(TB)
CC(C)[C@H](NC(=O)c1cn(Cc2ccccc2)c2ccccc12)C(N)=O	74
CCCc1cccc(N)c1O	111
COc1ccc(-c2nc3c(ncc4ccc(-c5ccccc5OC)nc43)s2)cc1	85
CCOc1ccc2c(S(=O)(=O)O)cccc2c1[N+](=O)[O-]	96&113
O=[N+]([O-])c1ccc(O)c(-c2nc3ccccc3s2)c1	53
CCCCN(CCCC)C(=O)[C@H](CC)[C@@H]1CC[C@@H](C)[C@@H]([C@H](C)[C@@H](O)[C@@H](C)C(=O)[C@H](CC)C2O[C@]3(C=C[C@@H](O)[C@]4(CC[C@@](C)([C@H]5CC[C@](O)(CC)[C@H](C)O5)O4)O3)[C@H](C)C[C@@H]2C)O1 (stereo partly specified)	-41*
C=CCC(N)C(=O)O (stereo unspecified)	99
O=[N+]([O-])c1ccc(-c2cc3c(Nc4ccc(OCc5cccc(F)c5)c(Cl)c4)ncnc3s2)cc1	79
NC1C(N)C(N)C1N (stereo unspecified)	94
C/C(=N\Nc1ccc(C(=O)O)cc1)c1cnn(-c2cc(=O)[nH]c3ccc(C)cc23)c1C	101
NCc1nnc(CCC(=O)c2nc3ncccc3[nH]2)o1	99
NC(=O)C1=C[C@H]2[C@H]3C=C[C@@]2(O)C(=O)O[C@@H]3O1	42

The results go on.
compound	HL-60(TB)
COc1ccc([C@@H](OC)[C@@]2(Cc3ccc(O)cc3)N=C(N)N(C)C2=O)cc1	100
Nc1nc(C(=O)N/N=C/c2ccc(Cl)cc2)nn1-c1ccc(S(N)(=O)=O)cc1	99
Cc1ccc(Cl)cc1NC(=O)c1cc2ccccc2cc1O	-50*
Cc1nc2sccn2c1CO	99
c1ccc2c(c1)CCC2c1cc2ccccc2o1 (stereo unspecified)	97
O=C(O)c1cccc2c1-c1ccc(Cl)cc1C2=O	93
CC1CC(C)(C)NC(=S)O1 (stereo unspecified)	105&85
CN(C)Cc1c(-c2ccccc2)[nH]c2ccccc12	93
COc1cc2c(c(OC)c1OC)C(=O)N[C@@H]1[C@@H](O)[C@@H](O)[C@H](O)C[C@@H]21	99
COc1ccc(C2[C@@H](c3ccccc3)C(=O)N2c2cc(OC)c(OC)c(OC)c2)cc1F (stereo partly specified)	-50*
CC1(C)Cc2cc(O)ccc2O1	145
Cc1ccc(S(=O)(=O)c2ccsc2NC(=O)c2ccccc2)cc1	82

(listing goes on)
compound	HL-60(TB)
COc1ccc(C2CC(=O)Nc3[nH]ncc32)cc1 (stereo unspecified)	111
C/C=C(\C)C(=O)O[C@@H]1C2CC3=C4CC(=O)O[C@@H](c5ccoc5)[C@]4(C)CC[C@@H]3[C@@](C)(C2=O)[C@@H](CC(=O)OC)C1(C)C	106
Cc1ccc(-c2nc3sc(C)nn3c2-c2nc3cc(Cl)c(F)cc3[nH]2)cc1	95
Cc1cccc(N2CCN(C(=S)Cc3ccccc3)CC2)c1	93
COC(=O)[C@H](Cc1ccc(O)cc1)n1cc(COC(=O)c2cccc3c(=O)c4ccccc4[nH]c23)nn1	80
C/C(=N\NC(=S)N1CCCC1)c1ccccn1	-13*
CC(O)(CO)c1ccccc1 (stereo unspecified)	116
O=C1CCC23N=CC(c4ccc(Cl)cc4)(O2)C(=O)c2ccccc2N13 (stereo unspecified)	91
Clc1ccc(SCN2CCCCC2)cc1	101
COC(=O)C1=C(C(=O)OC)C2c3ccccc3C1c1ccccc12	122
Clc1ccc(-c2n[nH]c(Cn3nnnc3-c3ccccc3)n2)cc1	99
O=C(O)c1ccccc1S(=O)(=O)O	105

(list continues)
compound	HL-60(TB)
Cc1cccc(NCc2cn(-c3ccc(C(=O)O)cc3)nc2-c2ccc(C(=O)O)cc2)n1	101
CCN(CC)CCCC#CCN1CCCC1	112
Cc1nn(-c2ccc(Cl)cc2)c(=O)n1CCn1cnc2ccccc21	102
C=CCSc1nc(N)nc2nc[nH]c12	74
CCOC(=O)c1nn(-c2ccccc2)c(=O)c2c(N)c(C#N)c(-c3cccs3)cc12	113
O=C(/C=C/c1cn(Cc2ccc(Cl)cc2)c2ccccc12)c1ccccc1	78
Fc1ccc(N2CCN(c3ncnc4[nH]ccc34)CC2)cc1	88
Cc1c(C(=O)NC(Cc2ccccc2)C(O)C(=O)NCc2ccccn2)[nH]c2ccccc2c1=O (stereo unspecified)	97
Cc1cc[c-]cc1.Fc1c[c-]c(-c2ccccn2)c(F)c1.[Pt+2].c1ccc(P(C[PH+](c2ccccc2)c2ccccc2)c2ccccc2)cc1	-26*
CSc1nc2ccccc2c(=O)n1CCc1ccccn1	98
NC(=O)C(=O)Nc1cccc(-c2ccc(S(=O)(=O)Nc3ccc4c(c3)N(C(=O)C3CC3)CCC4)cc2)c1	85
CCOC(=O)[C@@H]1[C@H](c2ccccc2)[C@H]([N+](=O)[O-])[C@H](c2cn(-c3ccccc3)nc2C)N1Cc1ccccc1	78

15 entries already listed, arranged by number of heavy atoms, smallest number first.
compound	HL-60(TB)
O=C(O)c1ccccc1S(=O)(=O)O	105
C=CCSc1nc(N)nc2nc[nH]c12	74
Clc1ccc(SCN2CCCCC2)cc1	101
CCN(CC)CCCC#CCN1CCCC1	112
CSc1nc2ccccc2c(=O)n1CCc1ccccn1	98
Fc1ccc(N2CCN(c3ncnc4[nH]ccc34)CC2)cc1	88
Clc1ccc(-c2n[nH]c(Cn3nnnc3-c3ccccc3)n2)cc1	99
Cc1nn(-c2ccc(Cl)cc2)c(=O)n1CCn1cnc2ccccc21	102
O=C(/C=C/c1cn(Cc2ccc(Cl)cc2)c2ccccc12)c1ccccc1	78
CCOC(=O)c1nn(-c2ccccc2)c(=O)c2c(N)c(C#N)c(-c3cccs3)cc12	113
Cc1cccc(NCc2cn(-c3ccc(C(=O)O)cc3)nc2-c2ccc(C(=O)O)cc2)n1	101
Cc1c(C(=O)NC(Cc2ccccc2)C(O)C(=O)NCc2ccccn2)[nH]c2ccccc2c1=O (stereo unspecified)	97
NC(=O)C(=O)Nc1cccc(-c2ccc(S(=O)(=O)Nc3ccc4c(c3)N(C(=O)C3CC3)CCC4)cc2)c1	85
CCOC(=O)[C@@H]1[C@H](c2ccccc2)[C@H]([N+](=O)[O-])[C@H](c2cn(-c3ccccc3)nc2C)N1Cc1ccccc1	78
Cc1cc[c-]cc1.Fc1c[c-]c(-c2ccccn2)c(F)c1.[Pt+2].c1ccc(P(C[PH+](c2ccccc2)c2ccccc2)c2ccccc2)cc1	-26*

Look-ups from the list.
`CCN(CC)CCCC#CCN1CCCC1` in HL-60(TB) reads 112
`C=CCSc1nc(N)nc2nc[nH]c12` in HL-60(TB) reads 74

(more compounds)
Molecule,HL-60(TB)
COc1ccc(C2NC(=O)C(C#N)c3c2sc2c(F)cccc32)cc1 (stereo unspecified),11
Cc1cccc2c(C)cccc12,111
CN1C(=O)N(C)C2Nn3c(s/c(=C\c4ccc(Cl)cc4Cl)c3=O)=NC21 (stereo unspecified),41
O=C1c2nsnc2C(=O)c2c(F)c(F)c(F)c(F)c21,-42*
COc1cc2cc(Oc3ccc(NC(=O)c4ccc(Cl)c(Cl)c4)cc3)c(C)nc2cc1OC,70
COC(=O)c1ccccc1C,87
CN(C)C1C=CCCC1 (stereo unspecified),95
COc1ccc(/C=N/NC(=O)C(=O)N/N=C/c2ccc(OC)c(S(=O)(=O)O)c2)cc1S(=O)(=O)O,103
CC12CCC3C4(C)COC(c5cccc(F)c5)OC4CCC3(C)C1CC(C1=CCOC1=O)O2 (stereo unspecified),75
C#CC[C@@H]1C[C@]2(C)[C@H]3CC=C4[C@H]5[C@@H](C)[C@H](C)CC[C@]5(C(=O)NCCCCN)CC[C@@]4(C)[C@]3(C)CC[C@H]2C(C)(C)[C@H]1OC(C)=O,21
CNCCNc1nc2ccccc2c2c(=O)c3cccc(OC)c3sc12,26
COc1ccc(-c2cc(-c3cc(OC)c(OC)c(OC)c3)c(C#N)c(=O)n2CCCCCC(=O)Nc2ccccc2N)cc1,97
O=C(NCCc1ccccc1O)c1cc2c(cc1[N+](=O)[O-])OCO2,83
CCc1nc2c(=O)[nH]cnc2o1,106
Cc1[nH][nH]c2nc3nc(=S)sc3c(-c3ccc(F)cc3)c12,96
COc1cccc(C2=NN3C(C2)c2ccccc2OC3c2ccc(/C=C3\SC(=S)N(C)C3=O)cc2)c1 (stereo unspecified),98
Cc1c(Cl)cccc1Nc1ccccc1C(=O)O,109
COc1ccc(-c2nnc3c(/C=C/c4ccc(F)cc4)nc4ccccc4n23)cc1,38
O=C(CSc1nnc(-c2ccc(Cl)cc2)n1-c1ccccc1)Nc1ccc(C(=O)O)cc1,94
CCN(CC)C(=NC(C)(C)C)c1ccccc1,99

Next part
Molecule,HL-60(TB)
C#CCCC(=O)NCCN1CCOCC1,104
CC(C)(C)OC(=O)n1cc(-c2nc(-c3c[nH]c4c(Cl)nccc34)cs2)c2cc(Br)ccc21,88
COc1ccc(-c2nn(-c3ccccc3)cc2/C=C2\SC(=S)N(C3CCCCC3)C2=O)cc1,110
CNC(=O)C(c1ccc(Cl)cc1)c1ccc(Cl)cc1,107
Clc1cc(Cl)cc(-c2ccc(-c3ccc(/C=N/NC4=NCCN4)cc3)s2)c1,20
CC1=C(C)C(=O)C(Nc2ccccc2)=C(Br)C1=O,93
N#CC(c1ccccc1)N(CCc1ccccc1)C(=O)Oc1ccccc1 (stereo unspecified),78
COc1cc(-c2nc(-c3ccccc3)[nH]c2-c2ccnc(NCCCNS(=O)(=O)c3ccc(Br)cc3)n2)ccc1Cl,79
O=c1[nH]nc(-c2cc(-c3ccccc3)nc3ccccc23)o1,84
O=C1CCCN1C(O)CCN(Cc1ccccc1)Cc1ccc(Cl)cc1 (stereo unspecified),96
COc1ccc(N=C(c2ccccc2)C2C(=O)c3ccccc3C2=O)cc1,61
COc1ccccc1CNc1nc(N)nc2[nH]c3ccc(O)cc3c12,34
CCOC(=O)c1nn(C2CCCCO2)c2ccc(NC(=O)c3ccccc3)cc12 (stereo unspecified),97
C=CCSSC1N=CNc2nc[nH]c21 (stereo unspecified),32
NC(=O)c1c(NC(=O)c2ccc(C(F)(F)F)cc2)sc2cc(O)ccc12,36
CC(C)(C)c1ccc(N=O)cc1,91
O=C(c1ccccc1)c1c(/C=C/c2ccccc2)nc2ccccc2c1/C=C/c1ccc(Br)cc1,112
CC(C)c1nc(SCC(=O)c2ccccc2)nc(Nc2ccc(S(N)(=O)=O)cc2)c1C#N,94
C[C@H]1[C@H](OC(=O)CCC(=O)Nc2cnccn2)O[C@@H]2OC3(C)CC[C@H]4[C@H](C)CC[C@@H]1[C@@]24OO3,0.2*
CC(N)C12CC3CC(CC(C3)C1)C2 (stereo unspecified),102

Other compounds:
Molecule,HL-60(TB)
Cc1cc(C)nc(NS(=O)(=O)c2ccc(NC(=O)c3ccc(-n4c(=O)[nH]c5ccccc5c4=O)cc3)cc2)n1,102
CCCCCCC(=O)OCC(=O)c1ccc(Br)cc1,117
O=C1C=CC(Nc2ccccc2[N+](=O)[O-])C1Nc1ccccc1[N+](=O)[O-] (stereo unspecified),25
c1ccc([P+](c2ccccc2)(c2ccccc2)c2ccc3c4ccc([P+](c5ccccc5)(c5ccccc5)c5ccccc5)c5cccc(c6cccc2c63)c54)cc1,11
O=c1[nH]c(=O)n([C@H]2C[C@H](O)C(CO)O2)cc1I (stereo partly specified),73
C=CCSC1=NC2C(N(C)C(=O)N2C)N1/N=C/C=C/c1ccccc1OC (stereo unspecified),74
C=C1C(=O)O[C@H]2[C@H]1CC/C(COC(=O)NCCc1ccccc1OC)=C\CC[C@@]1(C)O[C@@H]21,103
CCOc1ccc(-n2nc(C(=O)Nc3ccccc3)nc2-c2cc(OC)c(OC)c(OC)c2)cc1,33
CCOC(=O)NNC(N)=S,119
O=C(NCc1ccco1)C1CN(c2ccc(Cl)cc2)N(c2ccc(Cl)cc2)C1=O (stereo unspecified),5.0*
N/C(=N\c1nc2ccccc2o1)NC(=O)Nc1cccc(Cl)c1,91
CCCCCCCCN(CCCCCCCC)CC(O)c1cc(C)c2ccc3cc(C(C)C)ccc3c2c1 (stereo unspecified),112
OCn1c2ccccc2c2ccccc21,150
C/C(=C(/c1ccc(Cl)cc1)c1ccc(OCCN2CCCCC2)cc1)c1ccccc1,62
